# Screening results from PubChem BioAssay.
# GLS inh: qHTS for Inhibitors of Glutaminase (GLS); actives 0.21% (n = 410,000); GLS enzymatic activity, qHTS titration; Potency, µM (titrated, usually from 45.5 µM), inactives show at the highest dose activity change, negative = inhibition, usual class: inhibitors; AID 624170, 2012; Glutaminase kidney isoform, mitochondrial (Homo sapiens), O94925; note: potency is the fitted concentration of half-maximal effect; % is set by controls: 0 for no effect and ±100 for the full control effect
#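 Compounds were pin-transferred onto hKGA, after which L-glutamine (1 mM solution) and a detection mix of glutamate oxidase, HRP and Amplex Red were added. Initial and 30 min RT fluorescence reads were collected.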
# PI4K2A inh: qHTS for small molecular inhibitors of PI4K2A; Phosphatidylinositol 4-kinase type 2-alpha (Homo sapiens), Q9BTU6; purified PI4K2A, ADP-Glo luminescence, 1 h; hits give low values; AID 1346378, 2018; actives 0.13% (n = 420,000); activity change, negative = inhibition, % at 76.9 µM; in the data active = activity change below about -50%; inconclusive = mostly about -30% to -49%;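 note: -100% = wells without enzyme as full effect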
#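 In this quantitative HTS, ADP production by PI4K2A was quantified luminescently after 1 h at ambient temperature; 100 microM adenosine served as plate-quality control.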
# JMJD2A Tudor inh: qHTS Assay for Inhibitors of JMJD2A-Tudor Domain; AlphaScreen JMJD2A-Tudor / H3K4me3 peptide binding; Potency, µM (titrated, usually from 114 µM), without a hit: top-dose activity change, negative = inhibition, hits mostly inhibitors; actives 4.4% (n = 390,000); AID 504339, 2011; note: potency is the fitted concentration of half-maximal effect; % is set by controls: 0 for no effect and ±100 for the full control effect; nearly all actives have a fitted effect of over 50% in size
# HP1b binding inh: HTS for Inhibitors of HP1-beta Chromodomain Interactions with Methylated Histone Tails | Potency, µM (highest dose often 114 µM), for inactives: at the highest dose activity change, negative = inhibition, actives largely listed as inhibitors | Chromobox protein homolog 1 (Homo sapiens), P83916 | AID 540317, 2011 | AlphaScreen HP1-beta / biotin-H3K9me3 peptide binding | actives 0.56% (n = 390,000); note: potency is the fitted concentration of half-maximal effect; nearly all actives have a fitted effect of over 70% in size; inactives centre near 23
#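 AlphaScreen: HP1-beta (50 nM) preformed 30 min with biotin-H3(1-18)K9me3 peptide (50 nM) in PBS pH 7.4, 0.01% Tween-20. Compound added for 30 min at RT, then streptavidin donor/nickel chelate acceptor beads (10 ug/mL) for 30 min.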
# PGK inhibitor: qHTS Assay to Find Inhibitors of Phosphoglycerate Kinase. Potency, µM (titrated, usually from 57.5 µM), inactives show top-dose activity change, negative = inhibition, most hits filed as inhibitors. Phosphoglycerate kinase, glycosomal (Trypanosoma brucei brucei), P07378. PGK/GAPDH coupled, Kinase-Glo luminescence, 60 min. actives 0.043% (n = 380,000); note: potency is the fitted concentration of half-maximal effect; % is set by controls: 0 for no effect and ±100 for the full control effect; nearly all actives have a fitted effect of over 60% in size
#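 Recombinant glycosomal PGK reaction used 1,3-bisphosphoglycerate generated in-well by GAPDH (100nM final) in 100mM TEA pH 7.6, 5mM MgCl2, 0.01% Tween-20. After 60 minutes at room temperature, ATP was read by Kinase-Glo Plus luminescence end-point.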
# ERG Ets-DNA blk: qHTS for Small Molecule Inhibitors of the ERG Ets/DNA interaction; fluorescence polarization, His-ERG Ets domain / labelled DNA; Transcriptional regulator ERG (Homo sapiens), P11308; Potency, µM (titrated, usually from 76.9 µM), inactives show top-dose FP activity, negative = inhibition, most hits filed as inhibitors; actives 0.028% (n = 370,000); AID 624246, 2012; active = well fitted inhibition curve with a large enough effect in the polarisation, with a control signal flat; inconclusive = small, poorly fitted or top-dose-only effect, or effect the other way, or a change in a side signal; inactive = no such curve, though single readings can be large or run the other way; the % refers to the polarisation;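 note: polarization taken with two DNA probes labelled with fluorescein and Texas red; potency is the fitted concentration of half-maximal effect; % of control where 0% means no effect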
# Target sequence (P11308 whole entry, looked up, the tested form may be a part): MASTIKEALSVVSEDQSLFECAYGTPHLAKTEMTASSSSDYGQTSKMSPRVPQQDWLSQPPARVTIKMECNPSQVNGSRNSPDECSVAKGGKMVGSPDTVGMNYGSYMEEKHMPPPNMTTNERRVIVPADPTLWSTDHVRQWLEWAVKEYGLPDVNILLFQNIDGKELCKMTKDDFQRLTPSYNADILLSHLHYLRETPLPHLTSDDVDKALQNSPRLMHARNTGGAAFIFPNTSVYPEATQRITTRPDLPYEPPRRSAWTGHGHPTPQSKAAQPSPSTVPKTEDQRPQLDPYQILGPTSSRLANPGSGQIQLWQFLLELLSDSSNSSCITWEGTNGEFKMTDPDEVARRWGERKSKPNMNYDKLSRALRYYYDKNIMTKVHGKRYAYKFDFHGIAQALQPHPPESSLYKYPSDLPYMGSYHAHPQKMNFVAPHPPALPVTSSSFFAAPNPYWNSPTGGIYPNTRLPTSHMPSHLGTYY
#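 His-tagged ERG Ets domain (1 uM in the protein solution; 300mM KCl, 50mM Tris-HCl, 1mM EDTA, 1mM DTT, pH 7.5) received compound, then a probe mix of 5 nM fluorescein-DNA and 100nM Texas-615-DNA. Fluorescence polarization was read for both dyes.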
# G9a inh: qHTS Assay for Inhibitors of Histone Lysine Methyltransferase G9a; Histone-lysine N-methyltransferase EHMT2 (Homo sapiens), Q96KQ7; G9a H3K9 monomethylation, AlphaScreen, 2 h; Potency, µM (titrated, usually from 102 µM), inactives show top-dose activity, negative = inhibition, usual class: inhibitors; actives 8.8% (n = 350,000); AID 504332, 2011; note: potency is the fitted concentration of half-maximal effect; % is set by controls: 0 for no effect and ±100 for the full control effect; nearly all actives have a fitted effect of over 75% in size
# Target sequence (Q96KQ7 913-1193 limits assumed): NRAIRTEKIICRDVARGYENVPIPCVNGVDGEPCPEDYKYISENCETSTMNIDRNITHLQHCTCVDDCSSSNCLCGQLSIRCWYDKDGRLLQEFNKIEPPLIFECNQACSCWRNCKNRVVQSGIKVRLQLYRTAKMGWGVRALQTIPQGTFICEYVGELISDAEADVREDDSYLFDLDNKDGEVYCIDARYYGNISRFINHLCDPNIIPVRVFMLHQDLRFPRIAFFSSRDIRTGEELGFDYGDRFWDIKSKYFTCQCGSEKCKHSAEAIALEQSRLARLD
#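 Readings reflect AlphaScreen signal from monomethyl-H3K9 antibody detection. HMT at 20 nM; substrate b-H3K9 500 nM; cofactor SAM 20 uM; 2 h RT reaction; compounds tested as titrations in qHTS with 15 min preincubation.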
# Pin1 inh: qHTS Assay to Find Inhibitors of Pin1; Peptidyl-prolyl cis-trans isomerase NIMA-interacting 1 (Homo sapiens), Q13526; AID 504891, 2011; actives 0.009% (n = 390,000); Potency, µM (series often up to 115 µM), inactives show top-dose activity, negative = inhibition, usual class: inhibitors; Pin1 FP peptide displacement, HiFluor488, 10 min; active = well fitted inhibition curve with a large enough effect in the polarisation, with a control signal flat, not every such curve was filed as active; inconclusive = small, poorly fitted or top-dose-only effect, or effect the other way, or a change in a side signal; inactive = no such curve, though single readings can be large or run the other way; the % refers to the polarisation; note: potency is the fitted concentration of half-maximal effect; % is set by controls: 0 for no effect and ±100 for the full control effect
# Target sequence (Q13526 whole entry, looked up): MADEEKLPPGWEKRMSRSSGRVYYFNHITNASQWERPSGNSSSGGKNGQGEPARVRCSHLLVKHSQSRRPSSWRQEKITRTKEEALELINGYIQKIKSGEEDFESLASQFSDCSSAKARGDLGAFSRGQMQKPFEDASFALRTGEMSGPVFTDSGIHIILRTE
# BAZ2B block: qHTS Assay for Inhibitors of BAZ2B. Bromodomain adjacent to zinc finger domain protein 2B (Homo sapiens), Q9UIF8. AlphaScreen BAZ2B-H3K14Ac peptide displacement. Potency, µM (doses to about 114 µM), for the others: at the top dose activity change, negative = inhibition, actives largely listed as inhibitors. actives 4.4% (n = 360,000). AID 504333, 2011; note: potency is the fitted concentration of half-maximal effect; % is set by controls: 0 for no effect and ±100 for the full control effect; nearly all actives have a fitted effect of over 60% in size
#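 Multi-concentration screen (max 110 uM) measuring displacement of acetylated histone H3 peptide from BAZ2B by AlphaScreen, using 50 nM protein, 50 nM peptide and 10 ug/mL streptavidin donor plus Ni-chelate acceptor beads.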
# * = called active by the depositor; i = inactive; ? = inconclusive; · = not tested or not shown; [ ] = another dose, or the depositor's remark. Unless noted, calls come from the whole dose curve; as a rule, active = well fitted curve in the direction sought with a large enough effect; inconclusive = small, poorly fitted or top-dose-only effect, or another doubt; inactive = no such curve, though single readings can be large; an effect the other way counts as inactive or inconclusive. Rows were taken by chance; about 11% have a hit in one of these screens.
smiles	GLS inh	PI4K2A inh	JMJD2A Tudor inh	HP1b binding inh	PGK inhibitor	ERG Ets-DNA blk	G9a inh	Pin1 inh	BAZ2B block
O=C(CN1CCOc2ccccc21)NC1CCN(Cc2ccccc2)CC1	26%	-2	-24%	15%	-6%	-7%	?	1%	-29%
CCS(=O)(=O)N1CCc2cc(OC)c(OC)cc2C1	8%	-1	-14%	25%	-2%	1%	-17%[59 µM]	0%	3%
CC(C)Cc1cc(C(=O)Nc2cc(Cl)ccc2Cl)no1	-8%	4	28%	93%[activator]	-2%	-6%	39%[59 µM]	1%	71%[activator]
O=C(NCc1ccc(F)cc1)C(Cc1ccccc1)n1cccc1 (stereo unspecified)	0%	-3	?	2%	-10%	1%	·	-4%	?
COc1ccc(OC)c(-n2c(C)cc(C=O)c2C)c1	-7%	0	-18%	18%	-3%	-3%	-29%	12%	-37%
COC(=O)c1cc(CN2C(=O)c3ccccc3C2=O)c(O)c([N+](=O)[O-])c1	0%	-9	-6%	49%[activator]	-2%	9%	6%	-3%	56µM*
CCC(CC)C(=O)OCC(=O)Nc1cccc([N+](=O)[O-])c1	3%	-1	-16%	43%	i	8%	-2%	0%	-8%
Cc1sc(N)c(C#N)c1C	10%	0	-32%	-15%	-9%	-10%	?	6%	-32%
COc1ccc(-c2nnc(OCc3ccccc3)c3ccccc23)cc1	0%	0	8%	65%[activator]	3%	-5%	50%[59 µM]	-2%	3%
CCC1=NN(C(=O)c2ccc(Cl)cc2)C(O)(c2ccccc2)C1 (stereo unspecified)	-1%	0	-32%	16%	i	4%	·	2%	50µM*
Cc1ccc(OCC(=O)NCCNC(=O)c2ccccn2)cc1	-12%	1	-8%	-10%	0%	2%	2%	-4%	-2%
Cc1ccc(CCNC(=O)c2ccc3c(c2)nc2n3CCCCC2)cc1	-8%	1	-16%	24%[57 µM]	-2%	1%	-6%[59 µM]	-17%	-11%

# 10 of these compounds, set out differently:
# Values in the order – GLS inh, PI4K2A inh, JMJD2A Tudor inh, HP1b binding inh, PGK inhibitor, ERG Ets-DNA blk, G9a inh, Pin1 inh, BAZ2B block
CC(C)Cc1cc(C(=O)Nc2cc(Cl)ccc2Cl)no1
    -8%, 4, 28%, 93%[activator], -2%, -6%, 39%[59 µM], 1%, 71%[activator]
O=C(NCc1ccc(F)cc1)C(Cc1ccccc1)n1cccc1 (stereo unspecified)
    0%, -3, ?, 2%, -10%, 1%, ·, -4%, ?
COc1ccc(OC)c(-n2c(C)cc(C=O)c2C)c1
    -7%, 0, -18%, 18%, -3%, -3%, -29%, 12%, -37%
COC(=O)c1cc(CN2C(=O)c3ccccc3C2=O)c(O)c([N+](=O)[O-])c1
    0%, -9, -6%, 49%[activator], -2%, 9%, 6%, -3%, 56µM*
CCC(CC)C(=O)OCC(=O)Nc1cccc([N+](=O)[O-])c1
    3%, -1, -16%, 43%, i, 8%, -2%, 0%, -8%
Cc1sc(N)c(C#N)c1C
    10%, 0, -32%, -15%, -9%, -10%, ?, 6%, -32%
COc1ccc(-c2nnc(OCc3ccccc3)c3ccccc23)cc1
    0%, 0, 8%, 65%[activator], 3%, -5%, 50%[59 µM], -2%, 3%
CCC1=NN(C(=O)c2ccc(Cl)cc2)C(O)(c2ccccc2)C1 (stereo unspecified)
    -1%, 0, -32%, 16%, i, 4%, ·, 2%, 50µM*
Cc1ccc(OCC(=O)NCCNC(=O)c2ccccn2)cc1
    -12%, 1, -8%, -10%, 0%, 2%, 2%, -4%, -2%
Cc1ccc(CCNC(=O)c2ccc3c(c2)nc2n3CCCCC2)cc1
    -8%, 1, -16%, 24%[57 µM], -2%, 1%, -6%[59 µM], -17%, -11%

# (continued)
smiles	GLS inh	PI4K2A inh	JMJD2A Tudor inh	HP1b binding inh	PGK inhibitor	ERG Ets-DNA blk	G9a inh	Pin1 inh	BAZ2B block
O=C(NC1CCN(Cc2ccc(Cl)cc2Cl)CC1)c1ccccc1	-1%	3	-9%	29%	-3%	6%	?	-8%	-17%
OCC1OC(n2cnc3c(NCc4ccccc4O)ncnc32)C(O)C1O (stereo unspecified)	-3%	7	-1%	41%	-3%	4%	·	4%	·
O=C(NCCCN1CCOCC1)c1cc(-c2ccc(F)cc2)no1	-1%	-1	-11%	9%	-5%	9%	6%[59 µM]	-5%	-15%
CN1CCN(c2ccncc2S(=O)(=O)N2CCCCC2)CC1	-15%	3	-2%	23%	6%	-4%	2%	-6%	-38%
Cn1c(=O)c2c(nc(NCCO)n2CCc2ccccc2)n(C)c1=O	17%	0	-9%	2%	-1%	·	4%[59 µM]	-10%	-20%
CC1(C)N=C(c2ccccc2)C(=O)N1	8%	0	-9%	62%[activator]	-9%	-3%	-6%	-4%	10%
COCCN(C(=O)CSc1nnc(-c2cccc(C)c2)n1C)c1c(N)n(Cc2ccccc2)c(=O)[nH]c1=O	-6%	2	-11%	56%[activator]	i	6%	-2%	-12%	-1%
COc1ccc(CCN2CC(C(=O)NCc3cccc4[nH]ccc34)CCC2=O)cc1 (stereo unspecified)	-6%	0	-2%	27%	-4%	-17%	33%	-7%	-17%
Clc1ccc(OCc2cc(-c3ccccc3)no2)cc1Cl	8%	-4	221%[activator]	358%[activator]	-3%	·	16%[12.7 µM]	8%	284%[activator]
Cc1cccc(-n2c(=O)c(C#N)cc3c(=O)n4ccccc4nc32)c1	0%	-2	-26%	41%[activator]	2%	-1%	-7%	19%	7%
Cc1sc2ncn(CC(=O)Nc3ccc(F)cc3Cl)c(=O)c2c1S(=O)(=O)N1CCN(c2ncccn2)CC1	7%	-10	8%	36%	2%	-2%	-3%[59 µM]	8%	3%
COc1ccc(S(=O)(=O)/C(C#N)=C/Nc2ccccc2F)cc1	-1%	-1	-3%	38%	·	8%	19%	2%	0%

smiles	GLS inh	PI4K2A inh	JMJD2A Tudor inh	HP1b binding inh	PGK inhibitor	ERG Ets-DNA blk	G9a inh	Pin1 inh	BAZ2B block
COc1ccc(S(=O)(=O)N2CCN(C/C=C/c3ccccc3)CC2)cc1F	4%	3	-27%	7%[57 µM]	-1%	-5%	-1%	16%	-16%
O=C(NC1CCCCC1)NC1CC2CCCC(C1)N2C1CCCC1 (stereo unspecified)	4%	-9	-11%	2%	-6%	3%	4%[59 µM]	5%	-4%
O=C(NCc1ccc(F)cc1)c1ccc2nc(N3CCCCC3)sc2c1	5%	-5	-13%	28%	2%	10%	23%[59 µM]	-2%	10%
CCOC(=O)Cc1csc(NC(=O)C2C3C=CC(C3)C2C(=O)O)n1 (stereo unspecified)	-6%	-2	-10%	31%[activator]	-1%	-6%	-19%[12.7 µM]	1%	13%
Cc1cccc(N2CCN(C(=O)C3CC(=O)N(c4ccc5c(c4)OCCO5)C3)CC2C)c1 (stereo unspecified)	6%	-1	-27%	10%	-10%	12%	-9%[2.33 µM]	2%	?
C=CCN(C(=O)c1cccc(C(F)(F)F)c1)C1(C(=O)Nc2ccccc2)CCN(C(C)C)CC1	3%	-2	-6%	12%	-7%	-2%	-6%	-2%	-16%
CC1(C)CC[C@]2(C(=O)O)CC[C@]3(C)C(=CCC4[C@@]5(C)CC[C@H](O)C(C)(C)C5CC[C@]43C)C2C1 (stereo partly specified)	1%	-1	-23%	22%	-1%	-3%	-4%	-1%	-24%
Cc1cc(=O)c2ccccc2[nH]1	2%	-8	-14%	28%	-1%	-8%	7%[12.7 µM]	3%	1%
CS(=O)(=O)c1ccc(-c2nnn(CC(=O)Nc3ccc4c(c3)OCCO4)n2)cc1	0%	-2	-15%	4%	i	10%	-35%	8%	-5%
Cc1ccccc1N=C(NO)c1nonc1N	-26%	0	-10%	40%[activator]	9%	0%	7%	-5%	2%
Cc1ccc(-c2nc3ncccn3c2NC(=O)C2CC2)cc1	1%	-4	-2%	12%	1%	-11%	17%	8%	-5%
Cc1ccc(S(=O)(=O)N(C)C)cc1NC(=O)CN1C(=O)NC(Cc2ccccc2)C1=O (stereo unspecified)	-1%	0	-11%	15%	0%	-19%	1%[0.501 µM]	2%	-1%
COc1ccccc1C(=O)NCc1ccccn1	-10%	3	-14%	72%[activator]	-1%	-26%	14%	-2%	14%
